# From PubChem
# L3MBTL1 block – inhibitors of human L3MBTL1 | Q9Y468 | AlphaScreen L3MBTL1–H3K9me1 peptide binding | Potency, µM (titrated, usually from 57.1 µM), for the others: at the top dose activity, negative = inhibition, hits mostly inhibitors | 230,000 tested, 0.66% active | AID 485360; active = well fitted inhibition curve with a large enough effect; inconclusive = small, poorly fitted or top-dose-only effect; inactive = no such curve, though single readings can be large or run the other way; also: nearly all actives have a fitted effect of over 60% in size
# Target sequence (Q9Y468 whole entry, looked up): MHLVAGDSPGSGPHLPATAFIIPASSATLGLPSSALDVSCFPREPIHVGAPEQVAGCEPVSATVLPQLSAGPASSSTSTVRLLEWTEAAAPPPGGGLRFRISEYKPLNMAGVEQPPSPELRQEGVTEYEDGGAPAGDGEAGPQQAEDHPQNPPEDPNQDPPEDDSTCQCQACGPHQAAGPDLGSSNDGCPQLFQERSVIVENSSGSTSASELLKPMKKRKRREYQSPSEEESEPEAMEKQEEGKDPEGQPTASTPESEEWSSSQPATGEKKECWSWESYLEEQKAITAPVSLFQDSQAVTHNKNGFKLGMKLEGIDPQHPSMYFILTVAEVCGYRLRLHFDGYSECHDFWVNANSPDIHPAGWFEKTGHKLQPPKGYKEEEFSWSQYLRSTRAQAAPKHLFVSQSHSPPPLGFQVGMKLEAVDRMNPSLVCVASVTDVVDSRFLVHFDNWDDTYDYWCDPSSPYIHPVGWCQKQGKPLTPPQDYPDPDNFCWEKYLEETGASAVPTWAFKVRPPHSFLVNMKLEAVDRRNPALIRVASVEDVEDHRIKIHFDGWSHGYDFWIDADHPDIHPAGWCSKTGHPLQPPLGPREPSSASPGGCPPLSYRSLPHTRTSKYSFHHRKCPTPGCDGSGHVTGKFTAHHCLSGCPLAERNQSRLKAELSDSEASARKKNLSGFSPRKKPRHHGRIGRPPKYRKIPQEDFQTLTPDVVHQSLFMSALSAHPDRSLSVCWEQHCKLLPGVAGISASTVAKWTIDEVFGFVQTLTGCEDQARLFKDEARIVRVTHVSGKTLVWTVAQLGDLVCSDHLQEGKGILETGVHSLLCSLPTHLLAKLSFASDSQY
#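 AlphaScreen assay: L3MBTL1 (50 nM final) was preincubated 30 min at room temperature with biotinylated H3(1-15)K9me1 peptide (75 nM final), then 30 min with library compounds; streptavidin donor and nickel chelate acceptor beads (10 ug/mL final) added, 30 min dark.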
# Starred values were filed as active, the others as inactive; ? = inconclusive; [ ] = another dose, or the depositor's remark. % is scaled to controls: 0 for no effect and ±100 for the full control effect; potency is read from the fitted curve at half-maximal effect. These rows are one share of the data; rates above refer to the full screens.
no.	SMILES	L3MBTL1 block
1	CCCn1c(=O)n(C)c(=O)c2c(SC(C)C(=O)NCC3CCCO3)nc(CC(C)C)nc21 (centres undefined)	-4%
2	COC(=O)Cn1cnc2c(nnn2-c2ccc(F)cc2)c1=O	9%
3	COc1cccc(CNC(=O)c2cc(S(=O)(=O)N3CCCC3)cn2C)c1	?
4	O=C(NCCCc1ccccc1)c1ccc([N+](=O)[O-])cc1Cl	-5%
5	COc1cc(SC)ccc1C(=O)OCc1nc2ccsc2c(=O)[nH]1	-2%
6	O=C1[C@H]2[C@@H](C3CC3)N3C(=O)CN(CC4CC4)C(=O)[C@@]3(Cc3ccccc3)[C@H]2C(=O)N1c1ccccc1	7%
7	CCOc1ccc(S(=O)(=O)NCCC(=O)NCC(c2ccc(F)cc2)N2CCOCC2)cc1 (centres undefined)	8%
8	CC(=O)c1cccc(NC(=O)C2CC(=O)N(C3CCCC3)C2)c1 (centres undefined)	-4%
9	Cc1ccc(/C=C/C(=O)OCC(=O)Nc2cccnc2Cl)cc1	2%
10	O=C(COC(=O)C1CC2CCCC(C1)C2=O)NNC(=O)c1ccccc1Br (centres undefined)	5%
11	CC(=O)c1c(OC(=O)c2ccccc2)ccnc1C(F)(F)F	-1%
12	CCOC(=O)C1=CN(Cc2cccc(F)c2)S(=O)(=O)NC1c1ccccc1 (centres undefined)	0%
13	CC(C)(C)N1C(=O)[C@H]2[C@@H](c3ccc(Br)cc3)N3C(=O)N(c4ccccc4)C(=O)[C@@]3(C)[C@H]2C1=O	-5%
14	N#Cc1ccc(CSc2ccccn2)c(Cl)c1	25%
15	O=C(c1cc(-c2ccc(Br)cc2)nc2ccccc12)N1CCC1	-6%
16	COC(=O)c1ccc(NC(=O)C2CCN(C(=O)Nc3ccccc3)CC2)cc1	2%
17	O=C(COC(=O)c1cc(S(=O)(=O)N2CCOCC2)ccc1F)Nc1ccc2c(c1)OCO2	-5%
18	Cc1ccc(C(=O)Nc2ccccc2N2CCCC2)cc1S(=O)(=O)N1CCOCC1	-11%
19	COc1ccccc1CCC(=O)OCC(=O)Nc1c(C)nn(-c2ccccc2)c1C	-4%
20	CN(CC(=O)Nc1cccc(F)c1)C(=O)CCc1nc2sc3c(c2c(=O)[nH]1)CCCC3	?
21	O=C(COC(=O)C1CCC1)NCc1ccc(F)cc1	5%
22	COc1cccc(C(=O)NNS(=O)(=O)c2ccc(C)cc2)c1	-9%
23	COc1ccc(NC(=O)CN(C)C(=O)/C=C/c2ccc(S(=O)(=O)N3CCCCCC3)cc2)cc1	19%
24	COc1ccc(S(=O)(=O)N2CCCCCC2)cc1C(=O)N(C)CC(=O)Nc1ccccc1Cl	7%
25	O=C(COC(=O)CCOc1ccccc1)Nc1cc(S(=O)(=O)N2CCCCC2)ccc1Cl	-4%
26	CC1CCC2(CC1)NC(=O)N(NC(=O)c1ccc(OC(C)C)cc1)C2=O (centres undefined)	-3%
27	COC(=O)c1ccc(NC(=O)Cn2c([N+](=O)[O-])cnc2C)cc1	6%
28	Cc1c(NC(=O)CSc2nc3ccccc3c(=O)n2C(C)C)c(=O)n(-c2ccccc2)n1C	3%
29	COc1ccc(CCC(C)N2CCC(CO)(Cc3ccccc3)CC2)cc1 (centres undefined)	-3%
30	CSc1ncccc1C(=O)OCC(=O)NCc1cccs1	0%

# Structural class, the compounds so far containing a nitro group on carbon
no.	SMILES	L3MBTL1 block
4	O=C(NCCCc1ccccc1)c1ccc([N+](=O)[O-])cc1Cl	-5%
27	COC(=O)c1ccc(NC(=O)Cn2c([N+](=O)[O-])cnc2C)cc1	6%

# The results go on:
no.	SMILES	L3MBTL1 block
31	C[C@H](NC(=O)c1[nH]cnc1C(=O)N[C@H](C)c1ccccc1)c1ccccc1	-5%
32	C/C(=N\NC(=O)c1cccc(S(=O)(=O)N2CCCC2)c1)c1ccc(F)cc1	9%
33	Cc1cccc(C(=O)NC(C(=O)Nc2cccc(S(=O)(=O)N3CCCC3)c2)C(C)C)c1 (centres undefined)	-6%
34	Oc1ccccc1CNCCCN1CCOCC1	4%
35	c1ccc(CNc2c(-c3cccc(SC4CCCCC4)c3)nc3ccccn23)cc1	-6%
36	O=C1NCCOC(=O)[C@@H](Cc2ccc(F)cc2)CC/C=C/C[C@@H]1CC(=O)N(CCO)Cc1ccccc1	4%
37	COc1ccccc1NS(=O)(=O)c1cc(C(=O)N2CCCC2)ccc1F	-4%
38	Cc1cccc(NC(=O)c2ccc(S(=O)(=O)N3CCCCCC3)cc2)n1	27%
39	Cc1c(C(C)(C)O)[nH]c2ccc(C(F)(F)F)cc12	-4%
40	Cn1cccc1C(=O)OCC(=O)Nc1sccc1C#N	-3%
41	COc1ccc([C@@H]2CC=C(C(=O)O)[C@H](c3ccc(Cl)cc3)N2S(=O)(=O)c2ccc(Cl)cc2)cc1	5%
42	CCN(Cc1ccccc1)C(=O)CCS(=O)(=O)c1ccc2c(c1)n(C)c(=O)c(=O)n2C	-2%
43	CSc1ccc(S(=O)(=O)NCC(=O)OCC(=O)N(C)CC(=O)Nc2ccccc2Cl)cc1[N+](=O)[O-]	-11%
44	CCC(C(=O)Nc1ccc2[nH]ncc2c1)c1ccccc1 (centres undefined)	-2%
45	CCOc1ccc(CCNC(=O)CN2C(=O)NC3(CCCCC3)C2=O)cc1OCC	6%
46	CC(=O)N1CCN(CC(=O)Nc2cc(S(=O)(=O)N3CCCCC3)ccc2C)CC1	0%
47	Cc1cn([C@H]2C[C@H](O)[C@@H](CCC(=O)NCCc3c[nH]c4ccccc34)O2)c(=O)[nH]c1=O	3%
48	COc1ccc(-c2noc(Cn3cc(S(=O)(=O)N4CCCC4)ccc3=O)n2)cc1	0%
49	O=C(Cc1cccc(NC(=O)C2CCN(C(=O)c3ccccc3)CC2)c1)Nc1cccc(C(=O)N2CCCC2)c1	-10%
50	O=C1C=C(c2ccc3ncccc3c2)C[C@@H](c2ccc(F)cc2)C1	-10%
51	Cc1ccc(NC(=O)CSc2nnc(Cc3csc(C)n3)o2)cc1	?
52	CC(=O)NC(c1ccco1)c1cc(Cl)c2ccccc2c1O (centres undefined)	-8%
53	COc1ccc(NC(=O)CC2SC(N3CCCCC3)=NC2=O)cc1OC (centres undefined)	2%
54	Cc1cc(C)c(OCC(=O)Nc2ccccc2N2CCCCC2)c(C)c1	40%[activator]
55	O=C(Nc1ccc(F)cc1)Nc1nnc(Cc2ccccc2F)s1	2%
56	CCOC(=O)c1ccc(-c2c(-c3ccccc3OC)sc3ccc(OC)cc23)cc1F	9%
57	O=C(O)CCSc1nc2ccccc2n1Cc1ccccc1	44%[activator]
58	COc1ccccc1-n1nnnc1SCC(=O)NCC1CCCO1 (centres undefined)	8%
59	COC(=O)[C@]1(C)N[C@H](CN(C)C(=O)Nc2ccc(F)cc2)[C@@H]2C(=O)N(C)C(=O)[C@@H]21	2%
60	COc1cc(C(=O)Nc2cccnc2)cc(OC)c1OC	4%
61	CC(NC(=O)c1ccccc1Cl)C(=O)NCc1cccs1 (centres undefined)	10%
62	CCN(CC(=O)Nc1ccccc1C(F)(F)F)C(=O)c1cc(S(=O)(=O)N2CCCCCC2)ccc1OC	7%
63	Cc1cnc(C(=O)OC(C)C(=O)Nc2ccccc2-c2ccccc2)cn1 (centres undefined)	1%
64	CCCNC(=O)C(Cc1ccc(C(F)(F)F)cc1)NC(=O)c1ccc2ccccc2n1 (centres undefined)	6%
65	Nc1nnc(/C=C/c2cccc([N+](=O)[O-])c2)s1	-7%
66	CCc1cc(C(=O)N2CCN(C(=O)c3ccccc3)CC2)sc1C	4%
67	CON(C)C(=O)c1ccccc1N(C)C(=O)OC(C)(C)C	5%
68	CCN(C(=O)COc1cccc(-n2cnnn2)c1)C1CCS(=O)(=O)C1 (centres undefined)	2%
69	COc1ccc(N2CCN(C(=O)CCC(=O)N3CCOc4ccc(C)cc43)CC2)cc1	8%
70	CCCCN(C(=O)C(C)Oc1ccc(Cl)cc1)c1c(N)n(CCCC)c(=O)[nH]c1=O (centres undefined)	7%
71	C[C@H](CO)N1C[C@H](C)[C@@H](CN(C)C(=O)Nc2ccc3c(c2)OCO3)Oc2ccc(NS(=O)(=O)c3ccccc3)cc2C1=O	0%
72	Cc1csc(NC(=O)CSc2nncs2)n1	9%
73	CC(C)[C@H](NC(=O)c1ccccc1F)C(=O)Nc1ccc2c(c1)OCO2	5%
74	CCOc1ccc(C(=O)Nc2cccc3cccnc23)cc1	0%
75	COc1ccc(/C=C/c2c(-c3ccc(OC)cc3)sc3cc(OC)c(OC)cc23)cc1	-6%
76	CC(Sc1nc(N)cc(N)n1)C(=O)Nc1ccc(N2CCOCC2)cc1 (centres undefined)	5%
77	C[C@H](CO)N1C[C@H](C)[C@@H](CN(C)S(=O)(=O)c2ccccc2)Oc2ccc(NC(=O)Cc3ccccc3)cc2C1=O	-2%
78	COc1ccc(C(=O)COC(=O)C(O)c2ccccc2)c(OC)c1 (centres undefined)	-1%
79	O=C(NC(O)C(=O)c1ccc(F)cc1)c1ccc(F)cc1 (centres undefined)	0%
80	NC(=O)CC[C@H](NC(=O)c1ccc(F)cc1)C(=O)OCC(=O)NCc1ccc2c(c1)OCO2	-2%
81	CN(CC(=O)Nc1cccc(F)c1)C(=O)c1cccc(N2C(=O)CCC2=O)c1	0%
82	O=C(NCCCCNC(=O)c1ccccc1Cl)c1ccccc1Cl	-2%
83	COc1ccccc1CNC(=O)COC(=O)C1CCN(c2ccc(C(F)(F)F)cn2)CC1	9%
84	CN(CC(=O)Nc1ccccc1Cl)C(=O)COc1cccc2c1OC(C)(C)C2	1%
85	CC(C)(CNS(=O)(=O)c1cccs1)N1CCOCC1	9%
86	CNC(=S)N1CCN(c2nc(-c3ccc(Cl)cc3)cs2)CC1	2%
87	Cc1ccc(S(=O)(=O)N2CCN(c3nn(C)c(=O)n(C)c3=O)CC2)cc1C	5%
88	Cc1ccc(-c2nnc(Nc3ccc(CC(N)=O)cc3)c3ccccc23)cc1S(=O)(=O)NCCO	-2%
89	Cc1ccc2[nH]c3nc(NN)nnc3c2c1	?
90	CCCN(CC(=O)Nc1ccccc1OC)C(=O)c1ccc(COc2ccccc2)o1	-6%

# A second format for some results above:
entry | L3MBTL1 block | compound
63 | 1% | Cc1cnc(C(=O)OC(C)C(=O)Nc2ccccc2-c2ccccc2)cn1 (centres undefined)
64 | 6% | CCCNC(=O)C(Cc1ccc(C(F)(F)F)cc1)NC(=O)c1ccc2ccccc2n1 (centres undefined)
65 | -7% | Nc1nnc(/C=C/c2cccc([N+](=O)[O-])c2)s1
66 | 4% | CCc1cc(C(=O)N2CCN(C(=O)c3ccccc3)CC2)sc1C

# More records
no.	SMILES	L3MBTL1 block
91	Cc1ccc(N(C)S(=O)(=O)c2cccc(C(=O)N(C)Cc3cnn(-c4ccccc4)c3)c2)cc1	-7%
92	Cc1cccc(OCC(=O)OCC(=O)N(CC(C)C)c2c(N)n(Cc3ccccc3)c(=O)[nH]c2=O)c1C	15%
93	COc1ccc(NC(=O)c2cccc(S(=O)(=O)N3CCCC3)c2)cc1OC	-2%
94	NS(=O)(=O)c1ccc(CCNCc2cccnc2)cc1	2%
95	COCCN(Cc1nc2ccccc2c(=O)[nH]1)C(=O)COc1c(C)cc(Cl)cc1C	1%
96	Cc1cccc[n+]1CC(=O)Nc1ccc([N+](=O)[O-])cc1	1%
97	Cc1cccn2c(=O)nc(SCC(=O)N3CCC(C)CC3)nc12	-7%
98	CCOc1ccc(NS(=O)(=O)c2ccc3[nH]c(=O)[nH]c3c2)cc1	18%
99	COc1ccc(N2CC(NS(=O)(=O)c3cccnc3)CC2=O)cc1 (centres undefined)	1%
100	CC1=C(C(=O)OCc2ccc([N+](=O)[O-])cc2)N2C(=O)C(NC(=O)Cc3ccccc3)C2SC1 (centres undefined)	-11%
101	Cc1ccc(C(C)C)c(OCC(=O)NN2C(=O)c3ccccc3C2=O)c1	-5%
102	CCN(C1CCS(=O)(=O)C1)S(=O)(=O)c1ccc(Cl)s1 (centres undefined)	6%
103	O=C(COC(=O)c1cc(Br)ccc1O)Nc1ccc2c(c1)OCO2	-1%
104	N#Cc1ccc(C(=O)OCc2cccc(S(=O)(=O)N3CCOCC3)c2)cc1	2%
105	Cc1nc(NN)nc(NCc2ccccc2)n1	-8%
106	CC(C)CC1Nc2ncnc(N3CCN(c4ccccc4)CC3)c2N(Cc2ccc(Br)cc2)C1=O (centres undefined)	-22%
107	CC1CCCC(C)N1C(=O)COC(=O)CNC(=O)c1sc2ccccc2c1Cl (centres undefined)	5%
108	CCN(C(=O)COC(=O)c1n[nH]c2ccccc12)c1ccccc1	6%
109	CS(=O)(=O)N(CC(=O)N1CCOCC1)c1ccccc1	6%
110	COc1ccc(C(=O)N[C@H](C(=O)NCCc2ccc3c(c2)OCCO3)C(C)C)cc1	-1%
111	Cc1noc(C)c1C(=O)OCC(=O)NCc1ccc(Cl)cc1	10%
112	CCN(CC)C(=O)c1nc[nH]c1C(=O)N1CCN(C(=O)OC(C)(C)C)CC1	-1%
113	O=C(CSc1nnc(C2CC2)n1C1CC1)c1cccs1	-8%
114	N#Cc1ccc(NC(=O)COc2ccc(-n3cnnn3)cc2)cc1	6%
115	CC(=O)c1ccc(N2CCN(C(=O)c3cccs3)C(C)C2)c(F)c1 (centres undefined)	-11%
116	CC1(C)CC(NC(=O)c2cc([N+](=O)[O-])cc([N+](=O)[O-])c2)CC(C)(C)N1	34%[activator]
117	COc1ccc(CN2CCC(Cc3ccccc3)CC2)cc1OC	-5%
118	CC(=O)c1cccc(NC(=O)COC(=O)Cc2ccc(Cl)cc2)c1	10%

# Some values from the results shown:
# Result of `Cc1ccc(N(C)S(=O)(=O)c2cccc(C(=O)N(C)Cc3cnn(-c4ccccc4)c3)c2)cc1` in L3MBTL1 block: -7%
# Result of `CC(=O)c1cccc(NC(=O)COC(=O)Cc2ccc(Cl)cc2)c1` in L3MBTL1 block: 10%
# Result of `CCN(CC)C(=O)c1nc[nH]c1C(=O)N1CCN(C(=O)OC(C)(C)C)CC1` in L3MBTL1 block: -1%
# Result of `CS(=O)(=O)N(CC(=O)N1CCOCC1)c1ccccc1` in L3MBTL1 block: 6%
